# Assay outcomes: PubChem BioAssay, National Center for Advancing Translational Sciences (NCATS)
# p53ts 32C tox: cytotoxicity in p53ts cells at permissive temperature. H1299-p53A138V at 32C, ATP luminescence viability, 24 h. Potency, µM (highest dose often 46.1 µM), inactives show top-dose activity change, negative = cytotoxicity, actives largely listed as cytotoxic. 0.93% of 130,000 active. AID 924;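 further: 0% = DMSO and -100% = full killing by reference compound; nearly all actives have a fitted effect of over 55% in size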
#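 ATP-content luminescence (ATPlite) read-out after 24 h compound exposure at 32C in H1299-p53A138V cells (600/well). Tested up to 46 uM. Normalized to DMSO (0%) and 100 uM tamoxifen (100% killing); Hill-fit AC50.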
# p53ts 39C kill: cytotoxicity in p53ts cells at nonpermissive temperature. 1.5% of 130,000 active. H1299-p53A138V viability at 39C, ATP luminescence, 24 h. AID 902. Potency, µM (doses to about 46.1 µM), for the others: at the top dose activity change, negative = cell killing, most hits filed as cytotoxic; further: nearly all actives have a fitted effect of over 55% in size
# Peg3 imprint: induces erasure of genomic imprints in mouse ES cells | 0.02% of 110,000 active | mouse ES Peg3-LacZ reporter, beta-gal luminescence, 40 h | AID 1948 | Potency, µM (series often up to 60.7 µM), for inactives: top-dose activity change, positive = activation, most hits filed as activators;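 further: 0% = negative control wells on the plate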
#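 Each well holds 300 Peg3LacZ-Neo (maternal) female ES cells incubated 40 h at 37C, 5% CO2. LacZ is measured by BetaGlo luminescence, with AC50 and maximum efficacy derived from dose-response curves.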
# IkB signaling: inhibitors of IkB signaling in ABC-DLBCL cells; ABC-DLBCL IkBa-CBG/CBR dual luciferase ratio, 4 h; response scale: scaled: untreated 0%, proteasome inhibitor 100%; Potency, µM (highest dose often 57.1 µM), without a hit: top-dose IkBa stabilization activation; 0.04% of 110,000 active; AID 445; active means well fitted curve in the direction sought with a large enough effect in the signal ratio, not every such curve was filed as active; inconclusive means small, poorly fitted or top-dose-only effect, or a change in a side signal; the % refers to the signal ratio;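 further: the direction sought is a rising ratio; 0% = basal untreated cells and 100% = reference inhibitor full response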
#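 Curves were fitted separately to fusion (green), unfused (red) and ratio luminescence, then classed by r2, magnitude and activity. Cells: OCI-Ly3, 4 h compound plus doxycycline at 37C; 10 uM MG-132 defined full response.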
# Starred values were filed as active, the others as inactive; ? = inconclusive; . = not tested or not shown; & = joins results of further samples; [ ] = remark or other dose. Unless noted, the call rests on the fitted dose curve; in most records, active means well fitted curve in the direction sought with a large enough effect; inconclusive means small, poorly fitted or top-dose-only effect, or another doubt; inactive means no such curve, though single readings can be large; an effect the other way counts as inactive or inconclusive. Unless noted, on the % scale 0 is the no-effect control and ±100 the full control effect; potency means the concentration at half of the fitted maximal effect.
SMILES,p53ts 32C tox,p53ts 39C kill,Peg3 imprint,IkB signaling
Cc1cccnc1NC(=O)C1CCN(S(=O)(=O)c2ccc3c(c2)CCC(=O)N3)CC1,2%,-6%,-2%,1.2%
CC(=O)OC[C@@H]1O[C@H](CCO/N=C(\C)CCN2CCc3nc(-c4ccccc4)c(-c4ccccc4)cc3C2)C=C[C@@H]1OC(C)=O,13%[9.22 µM],7%[9.22 µM],.,.
CC(=O)c1ccc(NC(=O)CCc2c(C)nn(-c3ccc(N4CCOCC4)nn3)c2C)cc1,-17%,?,-11%[10.9 µM],1.0%
CCOC(=O)c1cc(C(C)(C)C)oc1CN,-1%,1%,-11%,0.6%
O=C(Cn1ncc2c(Cl)cccc21)NCc1cccc(Cl)c1,8%,-14%,6%[10.9 µM],-0.9%
COc1cccc(NC(=O)CN2CCN(c3ccc(F)cc3)CC2)c1,4%,-7%,8%,8.1%
COC(=O)CNC(=O)Cn1ccc2ccccc2c1=O,14%,-3%,-10%,-0.7%
Cn1cccc1Cc1nnc(SCC(=O)Nc2nccs2)n1CCc1ccccc1,3%,-7%,-12%,-0.7%
COc1ccc(CCNC(=O)C2CCCN(Cc3nc(-c4ccccc4C)oc3C)C2)cc1OC (stereo unspecified),-10%,-19%,-16%,?
COc1ccccc1N1CCN(C(=O)c2cnn(-c3cccc(Cl)c3)c2C2CCN(C(=O)OC(C)(C)C)CC2)CC1,6%,-4%,-13%[10.9 µM],?
CN(C)c1ccc(CNC(=O)c2sc3ncccc3c2-n2cccc2)cc1,-5%,-20%,-10%[10.9 µM],?
O=C(NCCN1CCCCC1)Nc1ccc(F)c(Cl)c1,5%,-3%,-18%,-1.0%
Cc1cc(C)n(CCc2nc3c4ccccc4n(CC(=O)Nc4ccc(Cl)cc4F)c(=O)n3n2)n1,5%,5%,-4%,1.8%
Cc1c(CNC2CCCCCC2)c(C(=O)O)c(C)n1Cc1ccc(F)cc1Cl,-5%,4%,-11%[10.9 µM],?
Cc1c2cnn(CC(=O)NC(C)C)c(=O)c2c(C)n1Cc1cccc(Cl)c1,3%,-7%,3%[10.9 µM],1.6%
CCN(CC)C(=O)c1sc(NC(=O)Cc2ccccc2)c(C#N)c1C,2%,3%,.,.
O=C(c1ccco1)N1CCC2(CCCN(c3ccncc3)C2)CC1,-2%,15%,.,-1.6%[11.4 µM]
CC(C)COC(=O)C1C(=O)CC(C)(O)C(C(=O)OCC(C)C)C1c1cccnc1 (stereo unspecified),-17%,-1%,-6%,1.1%
CCc1nc(N)c(C#N)c(-c2cccc3ccccc23)c1C,5%,-7%,.,.
COC(=O)CC1Oc2cc3oc4c5ccccc5oc(=O)c4c3cc2O1 (stereo unspecified),-8%,-11%,2%,.
O=C(NCCCNCc1ccccc1)c1ccc(/C=N/O)nc1,-18%,4%,-3%,0.1%
CCNc1ncc2nc(-c3cc(F)cc(F)c3)c(=O)n(CCC#N)c2n1,5%,1%,-11%,-4.6%[11.4 µM]
Cc1ccc(CCNC(=O)CCSCc2ccccc2F)cc1,-5%,-17%,-9%[10.9 µM],?
Cc1ccc(C(C)C)c(OCC(=O)Nc2ccccc2N2CCN(C)CC2)c1,?,?,-4%,?
Cc1occc1C(=O)Nc1ccc2c(c1)OCCO2,?,?,-93%[inhibitor],-0.2%
COc1ccc(-c2noc(CSc3nnc(-c4ccc(Cl)cc4)n3C)n2)cc1OC,4%,-11%,-2%[10.9 µM],?
Cc1ccc(S(=O)(=O)N2CCN(Cc3ccccc3)CC2)c(C)c1NS(C)(=O)=O,-5%,-18%,3%[10.9 µM],-0.2%
Cc1ccccc1-c1c(C)oc2cc(O)ccc2c1=O,40%[activator],21%,.,.
COc1cc(O)c2c(=O)cc(C)oc2c1CC=C(C)C,-1%,-14%,-6%,.
O=C(O)c1nc(N2CCOCC2)nc(N2CCOCC2)n1,-2%,-1%,.,.
Cc1ccc(C)c(NC(=O)CNS(=O)(=O)c2ccccc2)c1,15%,2%,-11%,-3.4%
COc1cc(OC)c(NC(=O)CCNS(=O)(=O)c2cc(Br)cnc2N)cc1Cl,-5%,-14%,-17%,1.6%
Cc1ccc2c(=O)c(C(=O)c3ccccc3)cn(CC(=O)Nc3ccccc3)c2n1,14%,16%,-11%[10.9 µM],0.2%
CC(C)OC(=O)c1cccnc1SCC(=O)Nc1ccc(C(F)(F)F)cc1Cl,2%,-18%,-17%[10.9 µM],-1.9%
Cc1ccc2[nH]c3c(=O)n(CC(=O)N(CCN(C)C)Cc4ccccc4)ncc3c2c1,-6%,-16%,-8%[10.9 µM],-4.2%
CC(C)N1CC(O)=C(c2ccccc2)C1=N,12%,-4%,-4%,-0.2%
CCOC(=O)C1=C(c2ccccc2)NC(SC)=C(C#N)C1c1ccco1 (stereo unspecified),21%,-3%,-18%,?
O=C(Cn1nc(-c2ccc(Cl)cc2)ccc1=O)NCCCN1CCN(Cc2ccccc2)CC1,-7%,-8%,-3%,4.2%
O=C(Nc1nncs1)c1ccccc1NS(=O)(=O)c1cccs1,-9%,13%,-2%,-1.5%
CC(=O)OCCn1c(=O)c2cc3c(=O)n(CCOC(C)=O)c(=O)c3cc2c1=O,-2%,3%,4%,-0.9%

# Part of the list above, with two lines to a compound:
# Below each compound – p53ts 32C tox	p53ts 39C kill	Peg3 imprint	IkB signaling
> CCNc1ncc2nc(-c3cc(F)cc(F)c3)c(=O)n(CCC#N)c2n1
→ 5%	1%	-11%	-4.6%[11.4 µM]
> Cc1ccc(CCNC(=O)CCSCc2ccccc2F)cc1
→ -5%	-17%	-9%[10.9 µM]	?
> Cc1ccc(C(C)C)c(OCC(=O)Nc2ccccc2N2CCN(C)CC2)c1
→ ?	?	-4%	?
> Cc1occc1C(=O)Nc1ccc2c(c1)OCCO2
→ ?	?	-93%[inhibitor]	-0.2%
> COc1ccc(-c2noc(CSc3nnc(-c4ccc(Cl)cc4)n3C)n2)cc1OC
→ 4%	-11%	-2%[10.9 µM]	?

# Next part
SMILES,p53ts 32C tox,p53ts 39C kill,Peg3 imprint,IkB signaling
COc1ccccc1N1CCN(C(=O)CCS(=O)(=O)c2ccc3c(c2)oc(=O)n3C)CC1,-1%,24%,-4%[10.9 µM],-2.2%
COc1ccc(-c2cc(C(=O)N3CCN(Cc4ccccc4)CC3)no2)cc1OC,2%,-9%,-23%,?
O=C(NCc1ccccc1)c1c[nH]c2ccc(S(=O)(=O)Nc3ccc4c(c3)OCCO4)cc2c1=O,-10%,-17%,-11%,?
c1ccc2n[nH]nc2c1,4%[1.84 µM],19%,4%,-1.1%
CCOC(=O)C1CCN(C(c2cc(OC)c(OC)c(OC)c2)c2sc3nc(C)nn3c2O)CC1 (stereo unspecified),9%,16%,-38%[inhibitor],?
CCN(CC)CCN1C(=O)c2oc3ccccc3c(=O)c2C1c1ccc(F)cc1 (stereo unspecified),1%,4%,9%,3.0%
COc1ccc(C)cc1N,12%[1.84 µM],17%,11%,2.4%
O=C(c1cccs1)N1CCN(Cc2nc3ccccc3c(=O)[nH]2)CC1,-4%,1%,-6%,1.1%
COCCCNc1ncnc2c1cnn2-c1ccc(F)cc1,?,10µM*,-15%[10.9 µM],-2.2%
Cn1c(SCC(=O)Nc2cc(=O)n(C)c(=O)n2C)nnc1-c1cccs1,4%,9%,-4%,-0.7%
O=C1c2ccccc2C(=O)N1CC(O)COCc1ccccc1 (stereo unspecified),-6%,0%,-6%,1.1%
CCCCCCCC(=O)O,4%&3%[1.84 µM],-5%&-12%,-4%&-11%,1.2%&-1.4%
CC1(C)Cc2cccc(OCC(=O)Nc3nccs3)c2O1,-7%,-6%,-4%,?
CC(C)c1nc(N2CCN(C(=O)c3ccccc3)CC2)c(C#N)c2c1COC(C)(C)C2,10%,9%,-9%,-4.2%
Cc1ccc(NC(=O)C2CCCN(S(=O)(=O)c3cccc4cccnc34)C2)c(C)c1 (stereo unspecified),4%,-1%,-11%[10.9 µM],?
COc1cccc(NC(=O)c2sc3nc(C)c(C(=O)Nc4ccc(C)cc4C)c(-c4ccc(Br)cc4)c3c2N)c1,-4%,-1%,-8%[10.9 µM],?
CC1Cc2c(-c3ccccc3)nc3c(c2CO1)CN(CCOc1ccccc1)CC3 (stereo unspecified),-3%[9.22 µM],2%[9.22 µM],.,.
CC1=Nc2cc(C(=O)NC(C)C)ccc2Sc2ccc(C)cc21,0%,0%,-26%[10.9 µM],?
COc1cc(Cl)cc(C2NC(=O)NC(C)=C2C(=O)NCc2ccccc2)c1O (stereo unspecified),8%,-1%,-1%,0.9%
Cc1c(C(=O)OCCOc2ccccc2)[nH]c2c1C(=O)CCC2,-21%,-14%,4%,?
CCOc1ccc(N(CC(=O)NC(C)CC)S(=O)(=O)c2c(C)noc2C)cc1 (stereo unspecified),3%,10%,-15%,2.1%
O=C(CSc1nc(N2CCCCC2)nc(N2CCCCC2)n1)Nc1nccs1,-2%,3%,-3%,0.2%
CCOc1ccc(CNC(=O)CS(=O)(=O)c2cccc3nsnc23)cc1,7%,6%,8%[10.9 µM],-0.7%
O=C(Nc1ccc(Nc2ccccc2)cc1)c1ccc(Br)o1,7%,3%,-15%,?
Cc1ccc(N(Cc2cccs2)C(=O)c2ccc(OC(C)C)cc2)cc1,29%,6%,13%[10.9 µM],0.9%
COc1ccc(-c2cc(C(=O)Oc3ccc(C)cc3)c3ccccc3n2)cc1,-25%,?,14%[10.9 µM],-1.3%
CC(C)Cn1c(N)c(C(=O)COC(=O)c2cc(-c3ccccc3)nc3ccccc23)c(=O)n(C)c1=O,5%,-12%,-21%,.
Cc1cc2cc(CNC(=O)Nc3ccccc3)ccc2n1C,2%,-12%,-22%,?
CC1(C)N=C(c2ccc(F)cc2)C(=O)N1CC(=O)Nc1ccccc1Cl,-10%,-31%,-9%[10.9 µM],-0.7%
CCCCc1nn2c(=O)cc(COC(=O)c3ccccc3NC(=O)C3CCCCC3)nc2s1,-4%,-17%,-11%[10.9 µM],-1.3%

# Continued, overlapping the part above by two compounds.
SMILES,p53ts 32C tox,p53ts 39C kill,Peg3 imprint,IkB signaling
CC1(C)N=C(c2ccc(F)cc2)C(=O)N1CC(=O)Nc1ccccc1Cl,-10%,-31%,-9%[10.9 µM],-0.7%
CCCCc1nn2c(=O)cc(COC(=O)c3ccccc3NC(=O)C3CCCCC3)nc2s1,-4%,-17%,-11%[10.9 µM],-1.3%
CCOc1ccc(CNC(=O)CCn2c(=O)oc3ccccc32)cc1OC,-1%,-4%,-2%,-1.4%
CC(C)C[C@H](NC(=O)OC(C)(C)C)c1nnc(SCC(=O)Nc2ccc(Br)cc2)o1,3%,-8%,-16%,?
Cc1cccc(CSCCNC(=O)CN(c2ccccc2)S(=O)(=O)N(C)C)c1,16%,-13%,-10%[10.9 µM],?
Cc1cc(Br)cc(C)c1NC(=O)c1cnc2ccccn2c1=O,2%,-27%,3%[10.9 µM],-2.7%
O=C1c2ccccc2C(=O)N1C1(C(=O)NC2(C(=O)O)CCCC2)CCCC1,-12%[9.22 µM],2%[9.22 µM],11%[10.9 µM],1.3%[11.4 µM]
CCOC(=O)c1c(C)[nH]c(C)c1S(=O)(=O)N1CCC(C(=O)NCc2ccccc2)CC1,3%,-6%,-8%[10.9 µM],1.8%
CCCCOc1ccc(NC(=O)c2cc3c(n(-c4ccc(Cl)cc4)c2=O)CCCC3=O)cc1,-2%,36%[activator],6%[10.9 µM],-1.0%
COc1cc(Cn2c(=O)oc3ccc(C)cc32)ccc1OC(C)C,-3%,-1%,.,5.1%
Cc1ccc(CCNC(=O)c2ccc(CS(=O)(=O)c3ccc(Br)cc3)o2)cc1,5%,8%,9%[10.9 µM],-0.4%
CCN1C(=O)c2cccc3c(S(=O)(=O)Nc4ccccc4OC)ccc1c23,-5%,-12%,-8%,13%
COCCNC(=O)C(c1ccc(O)cc1)N(Cc1ccco1)C(=O)CCC(=O)Nc1nccs1 (stereo unspecified),-10%,0%,11%,3.1%
CC(=O)N1CCN(C(=O)C(=O)Nc2c3c(nn2-c2ccc(Cl)cc2)CSC3)CC1,-11%,?,-13%[10.9 µM],-0.1%
NC(=O)C1CCN(C(=O)C2c3ccccc3C(=O)N3CCc4ccccc4C23)CC1 (stereo unspecified),-14%,-14%,-6%,-0.7%
Cc1nc2nc(SCC(=O)NCc3ccccc3Cl)nn2c(C)c1Cc1ccccc1,2%,17%,-9%[10.9 µM],?
